E coli WT exp = blocks growth of wild type E. coli BW25113; OD600 absorbance; growth inhibition, % at 100 µM; 0.15% of 98,000 active; AID 710;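 active means growth inhibition above about 50% at one test dose, limit read from the data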;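 further: growth measured after 20 h incubation at 37 °C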
PostGolgi ctrl = growth of the yeast control strain, post-Golgi counter-screen; efflux-deficient yeast background strain, growth absorbance A615, 16 h; inhibition, % at 10 µM; 5% of 98,000 active
PostGolgi yeast = growth inhibition of a yeast mutant, post-Golgi transport screen; inhibition, % at 10 µM; post-Golgi transport phenotypic cell assay; 0.9% of 98,000 active; AID 739;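 further: yeast cells grown in 1536-well plates; yeast grown about 18 h at 30C before absorbance read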
H69AR inhibit = growth inhibitors of human H69AR lung tumor cells | H69AR lung tumor viability, ATP luminescence, 72 h; hits give low values | 6% of 85,000 active | AID 598 | viability, % at 10 µM;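 active means viability at or below 40%; inactive means viability above 40%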;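 further: multidrug resistant small cell line overexpressing MRP-1 efflux transporter; 100% = mean luminescence of untreated control wells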
HUVEC prolif 384 = inhibitors of human endothelial cell proliferation. HUVEC proliferation, CellTiter-Glo luminescence, 72 h; hits give low values. viability, % at 10 µM (by protocol). 1.1% of 86,000 active. AID 648;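 active means viability at or below 30%; inactive means viability above 30%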;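 further: 100% = median luminescence of DMSO-only cell control wells on each plate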
Fibroblast inh = blocks proliferation of human lung fibroblasts | AID 719 | viability, % at 10 µM | 1.1% of 85,000 active | LL 47 human lung fibroblast viability, ATP luminescence; hits give low values;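 active means viability at or below 50% in the single dose screen; inactive means viability above 50%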;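 further: compound exposure lasted 72 h before the ATP readout; 100% = median luminescence of untreated cell-only wells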
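Test system: LL 47 human lung fibroblasts / Incubation: 72 h compound exposure at 37 °C after overnight plating / Technique: luminescent ATP detection, CellTiter-Glo / Compound dosing: 0.1% DMSO in all compound wells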
DAT uptake mod = human DAT dopamine uptake with cocaine, either direction | AID 449768 | B-score at 10 µM | LLC-PK1 hDAT cells, [14C]-dopamine uptake with cocaine IC80; actives deviate in either direction | Q01959 | 1.3% of 110,000 active;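 active means Z score or B-score, a plate-position-corrected score, falls beyond the plate's 99.7% confidence bounds, in either direction; inactive means both scores lie inside the 99.7% bounds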;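 further: scored against the spread of the other compound wells on the same plate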
Target sequence (Q01959 whole entry, looked up): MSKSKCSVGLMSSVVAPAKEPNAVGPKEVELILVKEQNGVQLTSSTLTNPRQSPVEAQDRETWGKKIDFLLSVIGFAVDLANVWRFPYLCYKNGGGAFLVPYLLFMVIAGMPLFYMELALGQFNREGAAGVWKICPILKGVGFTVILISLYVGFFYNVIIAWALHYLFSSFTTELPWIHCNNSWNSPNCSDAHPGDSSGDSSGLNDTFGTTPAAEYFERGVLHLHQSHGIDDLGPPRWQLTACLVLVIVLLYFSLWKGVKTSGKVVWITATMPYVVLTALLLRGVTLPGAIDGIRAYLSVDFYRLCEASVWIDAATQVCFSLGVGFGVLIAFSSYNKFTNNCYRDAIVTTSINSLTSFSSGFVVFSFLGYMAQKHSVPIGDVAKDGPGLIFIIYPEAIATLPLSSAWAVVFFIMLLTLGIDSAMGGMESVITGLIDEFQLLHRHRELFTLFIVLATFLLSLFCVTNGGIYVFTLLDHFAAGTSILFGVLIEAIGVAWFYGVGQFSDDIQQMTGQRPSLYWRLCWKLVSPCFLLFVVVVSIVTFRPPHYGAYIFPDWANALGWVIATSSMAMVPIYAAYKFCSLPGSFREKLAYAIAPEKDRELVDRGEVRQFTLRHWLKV
S1P2 ag = activates the human S1P2 receptor; 0.46% of 97,000 active; S1P2-expressing cell line, agonist reporter read-out; activation, % at 4.5 µM; AID 729; in the data active means activation above about 16%;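 further: 0% = vehicle low control and 100% = maximal reference agonist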
Target sequence (O95136 whole entry, looked up): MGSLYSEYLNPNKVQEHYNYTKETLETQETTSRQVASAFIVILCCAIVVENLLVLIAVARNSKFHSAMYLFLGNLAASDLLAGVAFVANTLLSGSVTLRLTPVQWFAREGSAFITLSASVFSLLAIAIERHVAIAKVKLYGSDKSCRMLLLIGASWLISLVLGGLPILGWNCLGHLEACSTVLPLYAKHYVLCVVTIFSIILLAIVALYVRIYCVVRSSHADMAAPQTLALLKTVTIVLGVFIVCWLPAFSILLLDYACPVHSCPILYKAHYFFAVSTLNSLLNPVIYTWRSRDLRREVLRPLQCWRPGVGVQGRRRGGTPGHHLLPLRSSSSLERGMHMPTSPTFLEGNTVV
S1P2 antag = antagonists of human S1P2 receptor; O95136; cell-based S1P2 antagonist assay, inhibition at 5 uM; inhibition, % at 5 µM; 0.21% of 97,000 active; AID 736; in the data active means inhibition above about 45%;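 further: CRE beta-lactamase reporter cells expressing human S1P2 stimulated with S1P; 0% = agonist at EC80 alone and 100% = agonist plus reference antagonist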
* marks the source's active call; other numbers are inactive results. Unless noted, no stated cut-off is given here; in the data, active means inhibition above about 30%; inactive means the rest.

COc1ccccc1S(=O)(=O)Cc1ccc(C(=O)NC(C)c2ccc3c(c2)OCCO3)o1 (configuration not stated) was read as E coli WT exp 6.0, PostGolgi ctrl 10.7, PostGolgi yeast -2.8, H69AR inhibit 100.2, HUVEC prolif 384 85.1, Fibroblast inh 96.3, DAT uptake mod 0.983, S1P2 ag 0.4 and S1P2 antag -19.2.
C=CCNc1nc2ccccc2nc1NS(=O)(=O)c1cccs1 was read as E coli WT exp 7.0, PostGolgi ctrl 2.8, PostGolgi yeast -6.1, H69AR inhibit 98.7, HUVEC prolif 384 95.0, Fibroblast inh 97.1, DAT uptake mod -0.048, S1P2 ag -13.1 and S1P2 antag 5.9.
Cc1ccc2[nH]c(CCN(C)C)c(CC#N)c2c1 was read as E coli WT exp 12.0, PostGolgi ctrl 6.8, PostGolgi yeast -4.3, H69AR inhibit 82.3, HUVEC prolif 384 91.0, Fibroblast inh 92.6, DAT uptake mod -0.344, S1P2 ag -5.5 and S1P2 antag -6.8.
For COC(=O)C1=C(C)OC(N)=C(C#N)C1c1cc(C)sc1C (configuration not stated) the results were E coli WT exp -7.0, PostGolgi ctrl -5.0, PostGolgi yeast -5.7, H69AR inhibit 96.8, HUVEC prolif 384 105.0, Fibroblast inh 103.5, DAT uptake mod 0.413, S1P2 ag -2.2 and S1P2 antag -21.4.
`CC1CCN(C(=O)Cn2cc(C#N)c3ccccc32)CC1` gave H69AR inhibit 76.6, HUVEC prolif 384 91.9, Fibroblast inh 92.5, DAT uptake mod -0.496, S1P2 ag -0.4 and S1P2 antag -19.5.
`COc1ccc(Cn2c(-c3ccc(OC)cc3)nc3ccccc32)cc1` gave H69AR inhibit 87.5, HUVEC prolif 384 98.7, Fibroblast inh 95.3, S1P2 ag -3.4 and S1P2 antag -3.8.
For O=C(CSc1nnc(COc2cccc3cccnc23)o1)c1ccc(F)cc1 the results were E coli WT exp -1.0, PostGolgi ctrl 8.5, PostGolgi yeast -7.3, H69AR inhibit 61.9, HUVEC prolif 384 94.8, Fibroblast inh 98.0, DAT uptake mod 0.132, S1P2 ag -2.6 and S1P2 antag 21.0.
For Cc1cc(=O)oc2cc(OCC3CC(c4ccc(Cl)cc4)=NO3)ccc12 (configuration not stated) the results were E coli WT exp -5.0, PostGolgi ctrl 9.0, PostGolgi yeast -3.7, H69AR inhibit 41.8, HUVEC prolif 384 68.3, Fibroblast inh 97.0, DAT uptake mod 0.00166, S1P2 ag -4.0 and S1P2 antag -20.7.
For c1cc2c(cc1Cn1cnnn1)OCO2 the results were E coli WT exp 0.0, PostGolgi ctrl 10.6, PostGolgi yeast 1.8, H69AR inhibit 100.3, HUVEC prolif 384 93.1, Fibroblast inh 101.5 and DAT uptake mod -0.856.
Screening COc1cccc(C2CC(c3ccc(Cl)cc3)Nc3nc(N)nn32)c1 (configuration not stated) returned E coli WT exp 1.0, PostGolgi ctrl 1.6, PostGolgi yeast 1.3, H69AR inhibit 100.9, HUVEC prolif 384 103.2, Fibroblast inh 104.3 and DAT uptake mod -0.202.
`Fc1ccc(Cl)cc1/C=N/n1cnnc1SCc1ccccc1` gave E coli WT exp -5.0, PostGolgi ctrl 10.2, PostGolgi yeast 18.2, H69AR inhibit 94.3, HUVEC prolif 384 96.9, Fibroblast inh 94.5, DAT uptake mod -1.64, S1P2 ag -1.3 and S1P2 antag 6.0.
Screening O=C1CCC([N+](=O)[O-])C(c2ccc(Cl)cc2Cl)N1 (configuration not stated) returned E coli WT exp -2.0, PostGolgi ctrl -1.3, PostGolgi yeast -0.2, H69AR inhibit 90.7, HUVEC prolif 384 96.0, Fibroblast inh 95.6, DAT uptake mod -0.427, S1P2 ag 0.2 and S1P2 antag 5.6.
`C#CC1(O)CC(C)N(C)C(C)C1` (configuration not stated) gave E coli WT exp 8.0, PostGolgi ctrl -6.0, PostGolgi yeast 3.7, H69AR inhibit 93.3, HUVEC prolif 384 94.9, Fibroblast inh 104.4, DAT uptake mod -0.3, S1P2 ag 0.8 and S1P2 antag -15.1.
For CCn1c(SCC(=O)Nc2ccc3c(c2)OCO3)nnc1-c1cnccn1 the results were E coli WT exp -4.0, PostGolgi ctrl 6.9, PostGolgi yeast -5.0, H69AR inhibit 96.5, HUVEC prolif 384 107.1, Fibroblast inh 117.6, DAT uptake mod 0.296, S1P2 ag -5.2 and S1P2 antag -10.4.
Screening Cn1cccc1CNC(=O)Nc1ccc(Cl)c(Cl)c1 returned E coli WT exp 3.0, PostGolgi ctrl 14.2, PostGolgi yeast -7.8, H69AR inhibit 94.7, HUVEC prolif 384 95.3, Fibroblast inh 102.2, DAT uptake mod -0.15, S1P2 ag -1.6 and S1P2 antag -15.9.
`O=C(CCn1c(=O)oc2ccccc21)N1CCCCCC1` gave E coli WT exp 4.0, PostGolgi ctrl 15.8, PostGolgi yeast 1.0, H69AR inhibit 95.3, HUVEC prolif 384 99.1, Fibroblast inh 98.4, DAT uptake mod -0.0205, S1P2 ag -9.6 and S1P2 antag -17.7.
`O=C(CCn1c(=O)oc2ccccc21)NCCCN1CCN(c2ccc(F)cc2)CC1` gave E coli WT exp 8.0, PostGolgi ctrl 5.8, PostGolgi yeast 0.8, DAT uptake mod 1.48, S1P2 ag -4.2 and S1P2 antag 15.5.
`CCn1c(SCc2nc3ccccc3[nH]2)nnc1-c1cccs1` gave E coli WT exp 3.0, PostGolgi ctrl -0.3, PostGolgi yeast 3.4, H69AR inhibit 95.8, HUVEC prolif 384 100.1, Fibroblast inh 105.2, DAT uptake mod 1.19, S1P2 ag 0.2 and S1P2 antag 2.5.
For CCOC(=O)CNC(=O)c1nn(-c2ccc(OCC)cc2)c(=O)c2ccccc12 the results were E coli WT exp -6.0, PostGolgi ctrl 0.7, PostGolgi yeast -4.6, H69AR inhibit 84.9, HUVEC prolif 384 93.1, Fibroblast inh 108.7 and DAT uptake mod 1.53.
Screening COc1ccc2sc(NC(=O)c3ccco3)nc2c1 returned E coli WT exp -13.0, PostGolgi ctrl 11.2, PostGolgi yeast 7.1, H69AR inhibit 71.2, HUVEC prolif 384 85.7, Fibroblast inh 98.2, DAT uptake mod -0.52, S1P2 ag -5.3 and S1P2 antag -6.3.
`Cc1ccc(S(=O)(=O)N2CCN(CC(=O)NC3CCCc4ccccc43)CC2)cc1C` (configuration not stated) gave E coli WT exp 0.0, PostGolgi ctrl 19.0, PostGolgi yeast 1.8, DAT uptake mod 0.547, S1P2 ag -3.5 and S1P2 antag -20.9.
For Cc1cc(C)cc(N2CC(c3nc4ccccc4n3C)CC2=O)c1 (configuration not stated) the results were E coli WT exp 4.0, PostGolgi ctrl 6.4, PostGolgi yeast 1.0, H69AR inhibit 51.1, HUVEC prolif 384 100.6, Fibroblast inh 101.9, DAT uptake mod 0.0511, S1P2 ag -2.3 and S1P2 antag -19.4.
Screening COCCn1c(SCc2cccnc2)nnc1-c1ccco1 returned E coli WT exp 0.0, PostGolgi ctrl -2.4, PostGolgi yeast -3.9, H69AR inhibit 97.1, HUVEC prolif 384 94.8, Fibroblast inh 98.1, DAT uptake mod 0.109, S1P2 ag -3.0 and S1P2 antag 4.3.
For O=C(Nc1cc(C(F)(F)F)ccc1N1CCOCC1)c1cccc(F)c1 the results were E coli WT exp 2.0, PostGolgi ctrl 9.4, PostGolgi yeast -0.2, H69AR inhibit 91.3, HUVEC prolif 384 80.9, Fibroblast inh 99.2, DAT uptake mod 0.662, S1P2 ag 0.8 and S1P2 antag -16.6.
`CC(=O)Nc1ccc2ccccc2c1` gave E coli WT exp 6.0, PostGolgi ctrl 17.8, PostGolgi yeast -7.4, H69AR inhibit 99.1, HUVEC prolif 384 98.7, Fibroblast inh 104.3, DAT uptake mod 0.0286, S1P2 ag -3.5 and S1P2 antag -37.7.
`COc1ccc(NC(=O)CC2CCCCC2)cc1OC` gave E coli WT exp 1.0, PostGolgi ctrl 2.8, PostGolgi yeast 3.8, H69AR inhibit 85.1, HUVEC prolif 384 96.3, Fibroblast inh 106.1, DAT uptake mod 1.28, S1P2 ag -4.8 and S1P2 antag -7.6.
Screening COCCNc1nnc(SCC(=O)N2CCN(S(=O)(=O)c3ccccc3)CC2)s1 returned E coli WT exp 1.0, PostGolgi ctrl 21.3, PostGolgi yeast -4.6, H69AR inhibit 90.9, HUVEC prolif 384 109.2, Fibroblast inh 107.2, DAT uptake mod 0.049, S1P2 ag -4.3 and S1P2 antag 5.3.
For Cc1ccc(NC(=O)C2(N(C(=O)Cn3nnnc3N)c3ccc(C)cc3)CCCCC2)cc1 the results were E coli WT exp 4.0, PostGolgi ctrl 0.9, PostGolgi yeast 4.2, H69AR inhibit 69.4, HUVEC prolif 384 95.7, Fibroblast inh 99.2 and DAT uptake mod 1.44.
For Cn1c(COc2ccc3ccccc3c2)nnc1SCC(N)=O the results were E coli WT exp 0.0, PostGolgi ctrl 5.7, PostGolgi yeast -2.2, H69AR inhibit 92.8, HUVEC prolif 384 87.1, Fibroblast inh 94.8, DAT uptake mod 0.365, S1P2 ag -2.5 and S1P2 antag 10.4.
`Clc1ccc(CNc2nnnn2-c2ccccc2)c(Cl)c1` gave E coli WT exp 3.0, PostGolgi ctrl 20.9, PostGolgi yeast -8.5, DAT uptake mod 0.124, S1P2 ag -0.2 and S1P2 antag -39.6.
`COc1cccc2c(=O)ccoc12` gave E coli WT exp 11.0, PostGolgi ctrl -2.5, PostGolgi yeast -0.3, DAT uptake mod -0.644, S1P2 ag -5.2 and S1P2 antag -6.7.
Screening CC1CCN(C(=S)c2cn(Cc3ccc(F)cc3)c3ccccc23)CC1 returned E coli WT exp -10.0, PostGolgi ctrl 18.6, PostGolgi yeast 2.9, DAT uptake mod 0.326, S1P2 ag -1.8 and S1P2 antag -1.5.
For COc1ccc(NC(=O)c2csc(Cc3ccccc3)n2)cc1 the results were E coli WT exp 5.0, PostGolgi ctrl 16.0, PostGolgi yeast -11.8, H69AR inhibit 95.9, HUVEC prolif 384 89.7, Fibroblast inh 102.3, DAT uptake mod -0.68, S1P2 ag -4.3 and S1P2 antag -15.5.
Screening COc1ccc(NC(=S)NCCC(c2ccccc2)c2ccccc2)c(OC)c1 returned E coli WT exp -18.0, PostGolgi ctrl 9.1, PostGolgi yeast 5.3, DAT uptake mod 1.2, S1P2 ag -6.0 and S1P2 antag 14.8.
For CCOC(=O)c1c(C)c(C(=O)NC(C)COC)c(C)n1CC (configuration not stated) the results were E coli WT exp -3.0, PostGolgi ctrl 7.2, PostGolgi yeast 8.1, H69AR inhibit 90.1, HUVEC prolif 384 98.4, Fibroblast inh 91.0 and DAT uptake mod -0.527.
Cc1ccoc1C(=O)NCc1occc1C(=O)O was read as E coli WT exp 0.0, PostGolgi ctrl 5.0, PostGolgi yeast 5.2, H69AR inhibit 81.4, HUVEC prolif 384 96.6, Fibroblast inh 98.9 and DAT uptake mod -0.369.
Screening O=C(CNC(=O)OCc1ccccc1)NCC(=O)N1CCCC1C(=O)OCc1ccccc1 (configuration not stated) returned E coli WT exp 0.0, PostGolgi ctrl -6.2, PostGolgi yeast 2.8, H69AR inhibit 93.7, HUVEC prolif 384 87.7, Fibroblast inh 100.4, DAT uptake mod 0.781, S1P2 ag -8.1 and S1P2 antag 9.5.
CCOc1ccc(N2C(=O)c3cccnc3C2Nc2ccc(C)cc2)cc1 (configuration not stated) was read as E coli WT exp 2.0, PostGolgi ctrl 8.9, PostGolgi yeast -5.8, H69AR inhibit 86.0, HUVEC prolif 384 81.1, Fibroblast inh 105.5, DAT uptake mod -0.499, S1P2 ag -7.3 and S1P2 antag 4.2.
Screening O=C(Nc1cccc(Cl)c1)c1ccncc1 returned E coli WT exp 7.0, PostGolgi ctrl 13.3, PostGolgi yeast -2.8, H69AR inhibit 100.7, HUVEC prolif 384 93.4, Fibroblast inh 96.0, DAT uptake mod 0.0366, S1P2 ag -4.7 and S1P2 antag -11.4.
